Growth percent in the NCI-60 one-dose screen (48 h, 10 µM unless noted): 100 = growth as untreated, 0 = no growth, -100 = all killed.
MDA-MB-468: MDA-MB-468 breast cancer. 78,000 tested, 8.5% active. AID 2202374
RPMI-8226: RPMI-8226 leukemia cells; AID 1794781; 77,000 tested, 7.5% active
MCF7: MCF7 breast cancer | 82,000 tested, 6.3% active | AID 1794796
SR: SR leukemia cells; 73,000 tested, 8.7% active; AID 1794780
MOLT-4: MOLT-4 leukemia cells; 80,000 tested, 6.9% active; AID 1794779
CCRF-CEM: CCRF-CEM leukemia; AID 1794778; 77,000 tested, 7% active
MDA-MB-231: MDA-MB-231 breast cancer | 81,000 tested, 5% active
K-562: K-562 leukemia | AID 1794777 | 78,000 tested, 7.4% active
Active calls of the source: *; x = not tested or not shown; & = joins results of further samples. Rule for the calls: active = growth percent below 10; inactive = the rest.

The line under a structure holds: MDA-MB-468	RPMI-8226	MCF7	SR	MOLT-4	CCRF-CEM	MDA-MB-231	K-562
> CCOC(=O)CC1(C)c2nc(NC(C)=O)sc2Cc2sc(NC(C)=O)nc21
 : 100&100	103&98	98&101	x	113&97	102	105	108&99
> COc1ccc(C=Nc2ccc([N+](=O)[O-])cc2)cc1
 : 104	90	101	91	80	x	104	47
> Cc1ccc(-c2c(-c3nc4ccccc4s3)c(N)nc3c(N=Nc4ccccc4)c(N)nn23)cc1
 : 77	113	93	81	100	88	102	97
> Nc1ccc(CCCl)cc1
 : 110	94	92	68	89	71	97	80
> O=C(CCl)NCCOc1ccc(Cl)cc1Cl
 : 90	67	90	57	82	74	64	55
> COc1ccc(OC)c(/C=C2/C(=O)ON=C2C(C)C)c1
 : 96	78	x	99	102	101	112	93
> O=C1c2ccccc2C(=O)c2c(N/N=C3\SC(=Nc4ccccc4)N(c4ccccc4)C3=S)cccc21
 : 142	132	95	112	118	134	108	x
> C=CCc1cc(Cl)ccc1N1C(=O)CN(Cc2ccccc2)C(=O)C1c1ccccc1 (configuration not stated)
 : 100	81	88	x	77	103	87	97
> COc1ccc2c(c1)C(C)Cc1c(ncnc1-n1cnc3cc(C)ccc31)N2C (configuration not stated)
 : 7.2*	12	16	-0.9*	11	8.0*	29	7.7*
> O=C1/C=C(/c2cc3ccccc3o2)Nc2ccccc2NC1=O
 : x	89	80	56	83	36	93	66
> CCCCNc1nc(N)ncc1[N+](=O)[O-]
 : x	x	105	x	x	111	106	71
> O=c1c2cccc3c(Nc4c(F)cccc4F)ccc(c32)c2nc3ccccc3n12
 : -33*	75	20	22	74	73	82	85
> COC(=O)C1=NN(c2ccccc2)C2C3N(c4ccccc4)N=C(C(=O)OC)N3c3c(C)cccc3N12 (configuration not stated)
 : 105	80	81	124	85	85	94	99
> Nc1nc(N)c2c(n1)CCCC2
 : 103	101	96	100	111	100	105	109
> O=C1CCCC(=O)O1
 : 104	103	96	103	98	91	99	53

Pulled one by one from the list above, two records:
The line under a structure holds: MDA-MB-468	RPMI-8226	MCF7	SR	MOLT-4	CCRF-CEM	MDA-MB-231	K-562
> C=CCc1cc(Cl)ccc1N1C(=O)CN(Cc2ccccc2)C(=O)C1c1ccccc1 (configuration not stated)
 : 100	81	88	x	77	103	87	97
> CCCCNc1nc(N)ncc1[N+](=O)[O-]
 : x	x	105	x	x	111	106	71

(cont.)
The line under a structure holds: MDA-MB-468	RPMI-8226	MCF7	SR	MOLT-4	CCRF-CEM	MDA-MB-231	K-562
> COc1ccc2[nH]cc(-c3noc(C(=O)c4cn(C)c5ccc(Br)cc45)n3)c2c1
 : 122	101	89	88	96	99	108	100
> Cc1nn(-c2ccccc2)c2c1N=c1s/c(=C\c3cn(-c4ccccc4)nc3-c3ccc(Cl)cc3)c(=O)n1CN2
 : 106	65	68	146	99	77	90	119
> CS(=O)(=O)c1ccc(-n2nc(-c3ccc(Br)cc3)c3ccccc3c2=O)cc1
 : 100	100	86	110	94	97	90	91
> NNC(=S)N/N=C/c1ccco1
 : 112	105	101	98	102	107	83	92
> O=C1CC2CC=CCN2C=C1NC(=O)C1CCCCC1 (configuration not stated)
 : 113	108	89	106	99	105	110	50
> CCN(CC)c1nc2sc3cc(Cl)ccc3n2c(=N)c1C#N
 : 21	65	67	38	42	84	73	100
> N#Cc1nc(-c2ccccc2)oc1N1CCOCC1
 : 89	103	49	109	102	108	100	100
> O=c1c(-c2nc3ccccc3[nH]2)cc2ccccc2n1Cc1cn(Cc2ccc([N+](=O)[O-])cc2)nn1
 : 66	95	68	79	88	100	72	82
> O=C(/C=C/c1ccccn1)c1ccccc1
 : 21	25	15	-16*	3.1*	-13*	90	14
> Cc1nc2c(=O)[nH]c(SCC(=O)Nc3cccc(Cl)c3)nc2[nH]c1=O
 : 101	108	95	133	102	99	106	98
> BrCc1c(CBr)c(CBr)c(CBr)c(CBr)c1CBr
 : 108	109	102	94	100	111	118	99
> COc1ccc(-c2cc(-c3ccccc3)nc(-c3cccc([N+](=O)[O-])c3)c2)cc1
 : 111	82	91	x	107	113	103	117
> N#Cc1c(C(C#N)C#N)nc2sc3cc(Cl)c(Cl)cc3n2c1=N
 : 97	137	68	86	82	75	92	94
> COc1cccc(-n2nnc(-c3nc(-c4cccs4)no3)c2N)c1
 : 93	96	90	92	101	x	108	105
> N#Cc1nc(-c2ccccc2)oc1S(=O)(=O)N1CCCCC1
 : 22	65	29	x	0.4*	4.3*	21	x

Other compounds:
Compound	MDA-MB-468	RPMI-8226	MCF7	SR	MOLT-4	CCRF-CEM	MDA-MB-231	K-562
CCCn1cnc2c(c1=N)C(c1ccc(F)cc1)c1sc3c(C)cccc3c1O2 (configuration not stated)	-27*	-14*	18	8.4*	40	-3.8*	53	5.3*
CC(=O)N1N=C(C2C(=O)N(C)C(=O)N(C)C2=O)CC1c1ccccc1C(=O)O (configuration not stated)	114	x	101	93	97	95	104	88
Nc1nc(Nc2ccccc2SSc2ccccc2Nc2nc(N)nc(-c3ccccc3)n2)nc(-c2ccccc2)n1	102	11	68	-47*	51	x	63	63
CC(=O)Nc1ccc(C(N)=S)cc1	99	89	100	98	x	97	100	101
CCC(C)N(C)c1ccc(N(C)C(C)CC)cc1 (configuration not stated)	101	94	96	90	88	109	109	95
CCN(CC)c1cc(N)c(Cc2c(N)cc(N(CC)CC)cc2Cl)c(Cl)c1	-16*	3.3*	25	35	41	51	48	19
Cc1ccc(S(=O)(=O)NN=C(c2ccccc2)c2ccccc2)cc1	101	97	93	101	98	104	104	96
CCN(CC)C(=O)c1ccncc1	93	100	100	97	97	x	100	101
O=c1[nH]c([C@@H]2CCCN2)nc2c1oc1ccc(Cl)cc12	34	87	49	34	68	63	67	43
C[C@@]1(CO)C[C@@H](O)C[C@]2(C)[C@@H]1CC[C@@]13C[C@@H]4[C@@H](C[C@H]12)[C@]4(C)C3	99	105	97	121	99	114	105	103
O=S(=O)(Nc1nccs1)c1ccc(NC2Nc3nc4ccccc4nc3S2)cc1 (configuration not stated)	100	107	98	106	103	101	79	101
Cc1cc(NC(=O)Nc2cccc(Cl)c2Cl)ccc1-n1ccc2c(NC(=O)c3ccccc3)nccc21	114	98	100	88	95	100	113	95
N#CCC(=O)NCc1nc2ccccc2[nH]1	86	95	56	101	96	104	85	59
COc1cc(NC(=O)Nc2ccc3c(ccn3C(=O)c3cccc(F)c3)c2)cc(OC)c1	78	86	75	76	74	55	94	84
O=C(CN1CCCCC1)Nc1ccc(-c2nc3ccccc3s2)cc1	26	89	25	44	86	90	58	50
CCOC(=O)C(=Cc1cccc(Cl)c1)C(=O)OCC	38	-8.8*	8.9*	6.7*	13	-1.2*	1.4*	-11*
O=C1/C(=C/c2ccc(F)cc2)Sc2c(Br)cccc21	84	x	20	50	82	86	x	80
C#CCN1CCCC(O)C1 (configuration not stated)	108	145	90	98	x	x	102	96
CCCCCCCCOC(=O)C(C)OC(=O)OCCOCCOC(=O)OC(C)C(=O)OCCCCCCCC (configuration not stated)	99	99	104	104	108	102	107	x
CC(=O)CC1(O)C(=O)c2cccc3cccc1c23 (configuration not stated)	103	96	104	x	x	x	97	x
N#Cc1c(-c2ccccc2)cc(-c2ccccc2)n(CCC(=O)O)c1=O	27	50	35	20	49	55	59	15
Cc1ccc(-c2cc(-c3ccc(N(C)C)cc3)n3c(n2)nc2ccccc23)cc1	-0.4*	36	59	x	39	55	66	29
CCN(CC)c1ccc(/C=N/NC(=O)c2ccc(S(C)(=O)=O)cc2)cc1	106	99	86	94	100	97	106	96
CCCC(=O)Nc1ccc(NS(C)(=O)=O)cc1OC	x	105	91	100	110	85	109	115
Cc1cc(C)c2c(Cn3nnc(C(=O)O)c3C)cc(=O)oc2c1	93	93	96	84	85	91	93	85
c1cc2cccc3c2c(c1)c1sc2c4cccc5cccc(c54)c2c31	105	101	67	71	76	95	84	85
CCC(C)c1ccccn1 (configuration not stated)	108	96	96	100	92	91	104	100
CCCCn1sc(=O)n(Cc2ccc(CNC(=O)C(C)c3ccc(CC(C)C)cc3)cc2)c1=O (configuration not stated)	72	102	43	75	69	41	106	x
Cc1c2c(c(C#N)c(=O)n1Cc1ccccc1)CCCC2	83	103	93	105	91	103	89	89
CC(=O)Nc1ccc2c(c1)C(=O)c1ccccc1C2=O	98	92	84	94	90	94	95	104
CC(C)(C)OC(=O)Nc1ccc(-c2ccc3nnnn3c2)cc1	96	88	97	95	107	102	96	94
O=C(CN/N=C/c1ccc(Cl)cc1)n1nnnc1-c1ccccc1	106	96	100	90	87	92	99	86
C=CC(=O)NC(C)C	105	93	89	98	94	91	105	87
CCC(=N)C(c1ccccc1)(c1ccccc1)C(C)CN(C)C (configuration not stated)	102	101	89	91	92	97	90	96
Cc1ccc([C@H]2c3[nH]c4ccccc4c3C[C@H]3C(=O)N(CCCCCCC(=O)NO)CC(=O)N23)s1	37	28	33	23	13	22	72	36
CCCCN(CCCC)C(=O)C(Cl)Cl	99	x	94	105	108	100	113	102
Fc1cccc(-c2cnn3cc(-c4ccccc4)cnc23)c1F	72	83	38	66	80	85	87	56
CC(=O)Oc1ccc(S(=O)(=O)c2ccc(OC(C)=O)c(C)c2)cc1C	96	115	119	95	100	97	109	84
Clc1ccnc(Cl)n1	113	98	96	114	97	106	105	101
COc1cc(F)c(F)c(Nc2ccc(I)cc2F)c1NS(=O)(=O)C1(C[C@H](O)CO)CC1	67	38	61	58	43	67	23	22
COc1ccc(-c2cc(-c3cccnc3)nc3oc(C(=O)c4ccc(Cl)cc4)c(N)c23)cc1OC	110	94	88	101	91	95	86	102
Nc1[nH]nc2nc(-c3ccccc3)n3c4ccccc4nc3c12	89	101	93	92	98	102	98	106
S=C(NNc1ccc(-c2ccccc2)nn1)Nc1ccccc1	101	96	83	101	98	103	89	96
CC(C)(O)c1ccccc1-c1ccccc1	104	99	106	85	101	102	100	90
COC(=O)CCCCCCCCCCC(=O)c1ccccc1	97	102	102	91	108	97	101	104

Ordered by molecular weight (smallest number first): part of the list above
Compound	MDA-MB-468	RPMI-8226	MCF7	SR	MOLT-4	CCRF-CEM	MDA-MB-231	K-562
C=CC(=O)NC(C)C	105	93	89	98	94	91	105	87
Clc1ccnc(Cl)n1	113	98	96	114	97	106	105	101
CC(C)(O)c1ccccc1-c1ccccc1	104	99	106	85	101	102	100	90
CCCCN(CCCC)C(=O)C(Cl)Cl	99	x	94	105	108	100	113	102
CC(=O)Nc1ccc2c(c1)C(=O)c1ccccc1C2=O	98	92	84	94	90	94	95	104
Cc1c2c(c(C#N)c(=O)n1Cc1ccccc1)CCCC2	83	103	93	105	91	103	89	89
Nc1[nH]nc2nc(-c3ccccc3)n3c4ccccc4nc3c12	89	101	93	92	98	102	98	106
Fc1cccc(-c2cnn3cc(-c4ccccc4)cnc23)c1F	72	83	38	66	80	85	87	56
CCC(=N)C(c1ccccc1)(c1ccccc1)C(C)CN(C)C (configuration not stated)	102	101	89	91	92	97	90	96
CC(C)(C)OC(=O)Nc1ccc(-c2ccc3nnnn3c2)cc1	96	88	97	95	107	102	96	94
S=C(NNc1ccc(-c2ccccc2)nn1)Nc1ccccc1	101	96	83	101	98	103	89	96
O=C(CN/N=C/c1ccc(Cl)cc1)n1nnnc1-c1ccccc1	106	96	100	90	87	92	99	86
CCCCn1sc(=O)n(Cc2ccc(CNC(=O)C(C)c3ccc(CC(C)C)cc3)cc2)c1=O (configuration not stated)	72	102	43	75	69	41	106	x
Cc1ccc([C@H]2c3[nH]c4ccccc4c3C[C@H]3C(=O)N(CCCCCCC(=O)NO)CC(=O)N23)s1	37	28	33	23	13	22	72	36
COc1cc(F)c(F)c(Nc2ccc(I)cc2F)c1NS(=O)(=O)C1(C[C@H](O)CO)CC1	67	38	61	58	43	67	23	22

Screens as filed in PubChem BioAssay.
